CYP2C19 act: cytochrome P450 2C19 (human) activation. P33261. 96,000 tested, under 10 active. activation factor at 5 µM. recombinant CYP2C19, luciferin-H EGE luminescence; stronger effect = higher value; 0 = fully inhibited enzyme, 1 = untreated enzyme. AID 1025;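 active = activation factor of at least 2 at 5 µM in the primary screen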;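 also: 0 = wells with 2.5 mM tranylcypromine and 1 = vehicle-only wells; values of inactives mirror those of a sister screen read the other way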
Target sequence (P33261 whole entry, looked up): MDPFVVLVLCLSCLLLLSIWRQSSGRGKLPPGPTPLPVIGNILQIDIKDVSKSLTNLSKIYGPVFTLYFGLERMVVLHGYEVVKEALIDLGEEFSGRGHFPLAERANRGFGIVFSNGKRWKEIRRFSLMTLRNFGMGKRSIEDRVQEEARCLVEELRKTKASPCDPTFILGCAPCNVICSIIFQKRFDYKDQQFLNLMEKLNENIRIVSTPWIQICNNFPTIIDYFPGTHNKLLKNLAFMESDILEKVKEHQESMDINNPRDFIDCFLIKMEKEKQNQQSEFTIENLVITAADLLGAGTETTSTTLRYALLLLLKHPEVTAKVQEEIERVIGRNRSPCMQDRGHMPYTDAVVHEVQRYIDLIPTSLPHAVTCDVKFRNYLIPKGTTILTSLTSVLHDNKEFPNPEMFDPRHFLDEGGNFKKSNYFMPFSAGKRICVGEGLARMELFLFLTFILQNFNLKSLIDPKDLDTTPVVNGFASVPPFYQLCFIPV
HUVEC prolif 384: human endothelial cell proliferation inhibition | HUVEC proliferation, CellTiter-Glo luminescence, 72 h; stronger effect = lower value | viability, % at 10 µM (by protocol) | 86,000 compounds, 1.1% hits;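 active = viability at or below 30%; inactive = viability above 30%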;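 also: 100% = median luminescence of DMSO-only cell control wells on each plate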
CD11b adhes inh: blocks human CD11b/CD18 adhesion to fibrinogen. P05107+P11215. K562 CD11b/CD18 adhesion to fibrinogen, ATPlite luminescence; Mn2+ added to activate the integrin. inhibition, % at 10 µM. 93,000 compounds, 0.54% hits. AID 1497;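 active = primary inhibition of 50% or more at 10 µM, then 40% or more on retest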; also: some results filed as inactive read as strong as hits
ERa SRC1 pot: enhances coactivator binding to human estrogen receptor alpha; P03372; TR-FRET ERalpha-LBD/SRC-Cy5 coactivator binding, 2 h; 100 = basal binding, no effect; coactivator binding (% of control), % at 25.6 µM; 86,000 compounds, 1.3% hits; AID 639; in the data active = activity above about 200%;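 also: binding measured in presence of low estradiol as agonist stimulus; 0% = peptide alone without receptor and 100% = receptor with peptide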
Target sequence (P03372 whole entry, looked up, the tested form may be a part): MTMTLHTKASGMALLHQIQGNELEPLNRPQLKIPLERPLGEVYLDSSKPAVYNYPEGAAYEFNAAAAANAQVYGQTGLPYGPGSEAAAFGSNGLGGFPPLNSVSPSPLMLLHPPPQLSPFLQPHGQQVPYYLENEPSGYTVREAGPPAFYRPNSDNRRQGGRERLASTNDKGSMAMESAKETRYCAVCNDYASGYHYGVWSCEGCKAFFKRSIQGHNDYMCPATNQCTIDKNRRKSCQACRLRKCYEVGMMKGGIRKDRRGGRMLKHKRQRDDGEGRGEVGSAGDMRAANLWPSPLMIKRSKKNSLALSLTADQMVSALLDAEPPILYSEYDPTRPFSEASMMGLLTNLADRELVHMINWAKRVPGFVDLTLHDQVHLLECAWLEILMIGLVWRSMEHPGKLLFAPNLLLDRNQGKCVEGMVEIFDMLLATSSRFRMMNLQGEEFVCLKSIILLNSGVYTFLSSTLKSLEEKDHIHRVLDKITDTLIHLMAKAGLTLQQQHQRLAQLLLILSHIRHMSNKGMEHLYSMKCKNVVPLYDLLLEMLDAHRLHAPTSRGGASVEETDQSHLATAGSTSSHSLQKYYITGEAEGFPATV
CYP2C19 inhib: human CYP2C19 inhibition; 96,000 compounds, 21% hits; inhibition, % at 5 µM; P33261; AID 778; CYP2C19 Supersomes, luciferin-H EGE luminescence, 30 min;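 active = CYP2C19 inhibition above a set limit at 5 µM in the primary screen, cut at about 50% in these data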;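 also: plate controls were negative control wells for no effect and 2.5 mM tranylcypromine positive control for full effect; values of inactives mirror those of a sister screen read the other way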
Lung fibro prol: blocks proliferation of human lung fibroblasts | AID 719 | viability, % at 10 µM | 85,000 compounds, 1.1% hits | LL 47 human lung fibroblast viability, ATP luminescence; stronger effect = lower value;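 active = viability at or below 50% in the single dose screen; inactive = viability above 50%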;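 also: compound exposure lasted 72 h before the ATP readout; 100% = median luminescence of untreated cell-only wells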
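material = human LL 47 lung fibroblast cells | dosing = compounds added from tenfold dosing solution, 0.1% DMSO final | timing = overnight cell rest, 72 h compound treatment at 37 °C | measured by = CellTiter-Glo luminescence measuring cellular ATP | evaluation = % viability versus median cells-only luminescence | control set = cell-only wells, no compound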
Mac1 fbg enh: CD11b/CD18-fibrinogen binding enhancement. P05107+P11215. K562 CD11b/CD18 adhesion to fibrinogen, ATPlite luminescence. activation, % at 10 µM. 93,000 compounds, 0.07% hits;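 active = 10 µM primary screen giving 50% or more activity, confirmed by 40% or more on retest at that dose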; also: strong numbers were not always called active
H69AR inhibit: growth inhibitors of human H69AR lung tumor cells; H69AR lung tumor viability, ATP luminescence, 72 h; stronger effect = lower value; viability, % at 10 µM; 85,000 compounds, 6% hits; AID 598;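 active = viability at or below 40%; inactive = viability above 40%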;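 also: multidrug resistant small cell line overexpressing MRP-1 efflux transporter; 100% = mean luminescence of untreated control wells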
ERa coact inh: blocks coactivator binding to human estrogen receptor alpha. P03372. TR-FRET ER-alpha LBD / SRC-1 peptide, estradiol-bound. inhibition, % at 25.6 µM. 86,000 compounds, 1.7% hits. AID 629; in the data active = inhibition above about 50%;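 also: 0% = receptor plus peptide control and 100% = peptide only without receptor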
Active calls of the source: *; / = no result given; [ ] = dose if it differs, or a comment.

SMILES | CYP2C19 act | HUVEC prolif 384 | CD11b adhes inh | ERa SRC1 pot | CYP2C19 inhib | Lung fibro prol | Mac1 fbg enh | H69AR inhibit | ERa coact inh
Cc1nn(-c2ccccc2)c2c1C(c1cccs1)C(C#N)=C(N)O2 (stereo not drawn) | 0.6 | 87 | 1 | 102[fluorescence artefact?] | 42 | 92 | 0 | 79 | -5
O=C(Nc1ccncc1)c1cccs1 | 0.5 | 100 | -13 | 111 | 47 | 95 | -5 | 95 | 2
CCCC1=[N+](CC)CCn2c(C)ccc21 | 1.1 | 101 | 4 | 115[fluorescence artefact?] | -9 | 101 | 2 | / | -3
CC(C)c1noc2ncc(C(=O)c3cc(Cl)cc(Cl)c3O)cc12 | 0.2 | 55 | 95* | 84 | 81* | 101 | -11 | 78 | -2
Cc1cc(C)cc(N(CC(=O)NC2CCC(C)CC2)S(=O)(=O)c2c(C)noc2C)c1 (stereo not drawn) | 1 | 85 | -10 | 122 | 5 | 91 | -8 | 80 | -6
Cc1ccc(C(=O)N2CCN(C)CC2)cc1S(=O)(=O)N1CCCCC1 | 0.9 | 101 | 0 | 126 | 10 | 104 | -3 | 99 | 3
O=C(O)CCC(=O)N(Cc1cccs1)Cc1cccs1 | 1.1 | 87 | 7 | 95 | -6 | 101 | -2 | 102 | 48
COc1ccc(NC(=O)N2CCC(O)(c3cccnc3)CC2)c(OC)c1 | 0.9 | 104 | -16 | 95 | 8 | 95 | 0 | 91 | -1
CCN1CCN(Cc2ccc(OC)c(OCc3ccccc3)c2)CC1 | 1.2 | 91 | -1 | 138 | -16 | 95 | -1 | 93 | -9
CCN(CCCNC(=O)C1CCN(S(=O)(=O)c2cccc3nonc23)CC1)Cc1ccccc1 | 1.1 | / | -38 | / | -6 | / | 7 | / | /
Cc1ccc2nc(-c3ccccc3Cl)cc(C(=O)Nc3cc(C)on3)c2c1 | 0.2 | 86 | 2 | 217*[fluorescence artefact?] | 82* | 94 | 11 | 77 | -2
O=C(CNc1ccc(C(F)(F)F)cc1[N+](=O)[O-])OCC(=O)c1ccccc1 | 0.6 | 98 | 1 | 148 | 39 | 95 | -2 | 93 | 1
COC(=O)C(O)(CC(=O)Nc1ccccc1OC)C(F)(F)F (stereo not drawn) | / | 96 | / | 90 | / | 93 | / | 94 | -4
CCCCCCSc1cc(C)nc2ncnn12 | 0.3 | 92 | 5 | 99 | 66* | 92 | 3 | 101 | -7
CCOC(=O)c1cccc(C(=O)Oc2ccccc2)n1 | 0.9 | 77 | -4 | 117 | 9 | 102 | -2 | 108 | -5
COc1ccccc1NC(=S)N1CCC(NC(=O)NC23CC4CC(CC(C4)C2)C3)CC1 | 0.7 | / | 1 | / | 29 | / | 11 | / | /
O=C(Nc1cccc(F)c1)c1ccc(S(=O)(=O)N2CCOCC2)cc1 | 1 | 94 | -33 | 113 | -3 | 102 | -1 | 97 | 1
CC(C)(C)c1cc(C(=O)NCc2cccnc2)ccn1 | 0.5 | 96 | / | 107 | 47 | 94 | / | 102 | 21
C/C(CCC12CC3CC(CC(C3)C1)C2)=N\NC(N)=S | 1.2 | 66 | -4 | 85 | -15 | 73 | -2 | 13* | -1
CC(=O)C1=C(O)C(=O)N(c2cccc(C(=O)O)c2)C1c1ccccc1F (stereo not drawn) | / | 100 | 8 | 99 | / | 105 | 10 | 99 | 4
Cc1cccc(OCC(=O)NCC(=O)n2nc(C)cc2C)c1 | 0.4 | 101 | 2 | 93 | 61* | 106 | 0 | 95 | 1[fluorescence artefact?]
COc1cc2c(cc1OC)-c1nncn1C(C)(C)C2 | 1 | 102 | 1 | 71[fluorescence artefact?] | 4 | 103 | 0 | 83 | 4
COc1ccc(C2/C(=C(/O)c3ccc(Cl)cc3)C(=O)C(=O)N2CCN2CCOCC2)c(OC)c1 (stereo not drawn) | 1.1 | 95 | / | 176 | -8 | 98 | / | 106 | 1
O=C(CSc1ccc2nnc(-c3ccc(Cl)cc3)n2n1)N1CCN(c2ccccc2)CC1 | / | 86 | / | 82 | / | 106 | / | 81 | -11
Cc1ccc(Cn2ccc(-c3cnc(-c4ccccc4)s3)n2)cc1 | 1 | 107 | -29 | 110 | -4 | 101 | 0 | 92 | 1

For convenience, six of the compounds above.
SMILES | CYP2C19 act | HUVEC prolif 384 | CD11b adhes inh | ERa SRC1 pot | CYP2C19 inhib | Lung fibro prol | Mac1 fbg enh | H69AR inhibit | ERa coact inh
COc1ccccc1NC(=S)N1CCC(NC(=O)NC23CC4CC(CC(C4)C2)C3)CC1 | 0.7 | / | 1 | / | 29 | / | 11 | / | /
O=C(Nc1cccc(F)c1)c1ccc(S(=O)(=O)N2CCOCC2)cc1 | 1 | 94 | -33 | 113 | -3 | 102 | -1 | 97 | 1
CC(C)(C)c1cc(C(=O)NCc2cccnc2)ccn1 | 0.5 | 96 | / | 107 | 47 | 94 | / | 102 | 21
C/C(CCC12CC3CC(CC(C3)C1)C2)=N\NC(N)=S | 1.2 | 66 | -4 | 85 | -15 | 73 | -2 | 13* | -1
CC(=O)C1=C(O)C(=O)N(c2cccc(C(=O)O)c2)C1c1ccccc1F (stereo not drawn) | / | 100 | 8 | 99 | / | 105 | 10 | 99 | 4
Cc1cccc(OCC(=O)NCC(=O)n2nc(C)cc2C)c1 | 0.4 | 101 | 2 | 93 | 61* | 106 | 0 | 95 | 1[fluorescence artefact?]

Later entries:
SMILES | CYP2C19 act | HUVEC prolif 384 | CD11b adhes inh | ERa SRC1 pot | CYP2C19 inhib | Lung fibro prol | Mac1 fbg enh | H69AR inhibit | ERa coact inh
CCN1CCN(C(=O)CN(C)S(=O)(=O)c2ccc(Cl)cc2)CC1 | 1 | 95 | -5 | 120 | 2 | 99 | 1 | 110 | -11
Cc1ccc(CNc2ccc3c(c2)OCO3)cc1 | 0.8 | 69 | 0 | 60[fluorescence artefact?] | 22 | 81 | 8 | 50 | 10[fluorescence artefact?]
CC(=O)Nc1cc(NC(C)=O)cc(C(=O)NC(C)(C)C)c1 | 1 | 99 | -4 | 125[fluorescence artefact?] | 1 | 96 | 4 | 102 | -8
COc1ccc(NC(=O)CSc2ncn[nH]2)c([N+](=O)[O-])c1 | 0.7 | / | 1 | / | 28 | / | 5 | / | /
N#CC1=C(N)N2C(=C(C#N)C1c1ccccc1)Sc1ccccc12 (stereo not drawn) | 1 | 94 | -29 | 130 | 3 | 90 | 24 | 90 | 0
O=C(N/C(=C\c1ccc(Br)cc1)c1nc2ccccc2[nH]1)c1ccco1 | 0.6 | / | 2 | / | 43 | / | -5 | / | /
O=C(C(Cc1ccccc1)n1cccc1)N1CCc2ccccc21 (stereo not drawn) | 0.9 | 102 | 12 | 87[fluorescence artefact?] | 7 | 92 | 0 | 85 | -5
COC(=O)c1cc(=O)[nH]c(SCc2cccc(C)c2)n1 | / | 93 | / | 122 | / | 93 | / | 94 | -6
Cn1c(=O)cc(SCC(=O)N2CCN(C3CCCCC3)CC2)c2ccccc21 | / | 90 | / | 105 | / | 107 | / | 107 | 2
O=C(Nc1ccc2c(c1)OCCO2)c1ccc(Cl)c(S(=O)(=O)N2CCOCC2)c1 | 0.4 | 88 | -21 | 128 | 63* | 93 | -5 | 89 | -1
COC(=O)C1=C(C(=O)c2ccccc2)C(c2cccs2)n2nnnc2N1 (stereo not drawn) | 1 | 112 | -31 | 100 | -3 | 104 | -2 | 88 | 8
Cc1ccc2[nH]c(C)c(CN(C)C3CCN(C)CC3)c(=O)c2c1 | / | 87 | / | 87 | / | 110 | / | 90 | 9[fluorescence artefact?]
CC(O)(C#CCN1CCCC1)c1ccccc1 (stereo not drawn) | 0.9 | 108 | -11 | 119 | 12 | 95 | 4 | 104 | -8
COC(=O)NC1CSCC1OC(=O)c1ccc(Br)cc1 (stereo not drawn) | / | 98 | / | 125 | / | 107 | / | 89 | -16
COc1ccc(NC(=O)O/N=C2/CCCc3ccc(OC)cc32)cc1 | 0.7 | / | 10 | / | 34 | / | -3 | / | /
COc1ccc2c(c1)-c1c(ssc1=S)C(C)(C)N2C(=O)CSC1=NCCS1 | 0.3 | / | -35 | / | 72* | / | 3 | / | /
CCN(CC)S(=O)(=O)c1ccc(C(=O)NCCCN=C2NS(=O)(=O)c3ccccc32)cc1 | / | 99 | / | 97 | / | 102 | / | 101 | 26
CC(=O)c1c(C)[nH]c(C(=O)Nc2c(C)n(C)n(-c3ccccc3)c2=O)c1C | 0.9 | 85 | -19 | 101 | 7 | 99 | -2 | 72 | 4
CCOC(=O)C1C2C=CC3(CN(Cc4ccco4)C(=O)C13)O2 (stereo not drawn) | / | 101 | / | 110 | / | 107 | / | 94 | -14
Cc1ccc(C(=O)NCCCN2CCOCC2)o1 | / | 96 | / | 107 | / | 99 | / | 84 | 5
O=C1Nc2ccccc2/C1=C\c1cccn1-c1ccc(OC(F)(F)F)cc1 | 0.9 | / | -8 | / | 11 | / | -1 | / | /
O=C(COC(=O)c1cnccn1)c1ccc(Br)cc1 | 0.9 | 93 | 0 | 100 | 12 | / | -6 | 101 | -4
COc1ccc(OC)c(C2C(C(C)=O)=C(O)C(=O)N2c2ccc(F)cc2)c1 (stereo not drawn) | 1.1 | 112 | 11 | 111 | -11 | 98 | 1 | 104 | 7
CCn1nnc(-c2ccccc2NC(=O)c2cc(OC)c(OC)c(OC)c2)n1 | 0.6 | 74 | -12 | 103 | 36 | 96 | -1 | 53 | 2
CCOc1ccc2cc(S(=O)(=O)N3CCOCC3)ccc2c1 | 1 | 103 | -2 | 124 | 1 | 97 | -2 | 102 | -16
Following part.
SMILES | CYP2C19 act | HUVEC prolif 384 | CD11b adhes inh | ERa SRC1 pot | CYP2C19 inhib | Lung fibro prol | Mac1 fbg enh | H69AR inhibit | ERa coact inh
Cc1nnc(NCCO)c2ccccc12 | 0.9 | 92 | -45 | 112 | 8 | 98 | 0 | 90 | -2
O=S(=O)(c1cccc(-c2csc(-c3cccnc3)n2)c1)N1CCCCC1 | 0.1 | 96 | -7 | 136 | 94* | 100 | 0 | 72 | -9
CS(=O)(=O)N(Cc1ccc(C(=O)Nc2ccccc2Sc2ccccc2)cc1)c1ccccc1 | 1 | / | -9 | / | 4 | / | -5 | / | /
N=c1cc(C2(O)CCCCC2)n2c(nc3ccccc32)s1 | 0.7 | 65 | 59* | 129 | 31 | 96 | -4 | 6.8* | 0
Cc1ccc(NC(=O)Nc2cccs2)c(Cl)c1 | 0.8 | 104 | 5 | 107 | 19 | 101 | -4 | 106 | -3
Cc1c(N(C)C(=O)c2ccco2)c(=O)n(-c2ccccc2)n1C | 1.1 | 100 | 0 | 126 | -5 | 94 | 0 | 96 | 3
COC(=O)c1c(NC(=O)c2nn(C)cc2Cl)sc2c1CCCC2 | / | 60 | / | 139 | / | 91 | / | 52 | 11
CCCCSc1nc(O)c(C2OC(=O)c3c2ccc(OC)c3OC)c(=O)n1-c1ccccc1 (stereo not drawn) | 1 | 88 | 20 | 96[fluorescence artefact?] | 4 | 102 | 0 | 97 | 1
O=C(CN1C(=O)C2C3C=CC(C3)C2C1=O)N1CC=C(c2ccccc2)CC1 (stereo not drawn) | 1.2 | 102 | / | 132 | -16 | 108 | / | 90 | 14
Cc1cc(C(=O)C(=O)N(C)C)c(C)n1-c1ccc([N+](=O)[O-])cc1 | 0.3 | / | -2 | / | 72* | / | -4 | / | /
C=CCNC(=O)c1scc2c1CCCC2 | 0.8 | / | -6 | / | 17 | / | 0 | / | /
Nc1nc(CN2CCc3ccccc3C2)nc(Nc2ccccc2)n1 | 0.5 | 100 | 4 | 114 | 47 | 95 | -1 | 86 | -27
